Assay outcomes from PubChem BioAssay.
SENP6 inh – blocks the human protease SENP6; Q9GZR1; Recombinant SENP6 catalytic domain, aminoluciferin luminescence; inhibition, % at 10 µM; 1.8% of 330,000 active;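 active means inhibition above about 50% at the single tested dose, limit read from the data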;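 further: plate controls were DMSO wells with enzyme for no effect and DMSO wells lacking enzyme for full effect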
hIAP activ – increases human intestinal alkaline phosphatase activity; purified human IAP, CDP-Star luminescence, 30 min; active compounds read high; 1 = vehicle-only enzyme, 0 = enzyme-free background; activation factor at 10 µM; 0.16% of 330,000 active;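 active means activation factor of the enzyme at least 2-fold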; further: the source names both 10 and 20 µM as test concentration; values of inactives mirror those of a sister screen read the other way
Target sequence (P09923 whole entry, looked up): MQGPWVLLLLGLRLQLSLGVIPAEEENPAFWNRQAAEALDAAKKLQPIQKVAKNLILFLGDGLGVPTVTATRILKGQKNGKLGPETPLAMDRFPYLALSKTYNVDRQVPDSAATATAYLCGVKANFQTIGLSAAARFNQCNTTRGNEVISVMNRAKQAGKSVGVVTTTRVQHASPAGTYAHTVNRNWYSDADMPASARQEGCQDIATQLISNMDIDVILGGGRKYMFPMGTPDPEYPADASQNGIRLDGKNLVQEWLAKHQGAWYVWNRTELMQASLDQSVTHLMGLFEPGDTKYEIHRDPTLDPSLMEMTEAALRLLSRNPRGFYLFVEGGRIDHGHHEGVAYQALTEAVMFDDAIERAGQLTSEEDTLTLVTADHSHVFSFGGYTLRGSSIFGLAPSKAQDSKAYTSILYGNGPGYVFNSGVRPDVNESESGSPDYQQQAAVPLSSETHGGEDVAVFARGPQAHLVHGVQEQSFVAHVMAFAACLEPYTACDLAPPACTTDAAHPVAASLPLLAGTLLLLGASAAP
MPTP block – permeability transition pore inhibition; 1.4% of 360,000 active; inhibition, % at 10 µM; isolated mouse mitochondria, Ca2+ swelling absorbance, 30 min;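 active means inhibition of 50% or more, scaled per plate between neutral and stimulator controls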;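 further: 0% = DMSO wells given calcium and 100% = 1 mM EGTA wells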
SENP8 block – inhibitors of human SENP8 protease. Q96LD8. recombinant SENP8, Nedd8 substrate fluorescence. inhibition, % at 20 µM. 0.64% of 360,000 active. AID 602440; in the data active means inhibition mostly above about 40%, no sharp cut-off; inactive means mostly below about 27%
SENP1 inh – blocks the human SENP1 SUMO protease catalytic domain | recombinant SENP1 catalytic domain, CyPet-SUMO1-YPet FRET cleavage | inhibition, % at 10 µM | 0.21% of 360,000 active | AID 624204;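 active means inhibition at least 30% at 10 µM, raw YFP signal under a set limit, fluorescence ratio 0.5 to 1.5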;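 further: 0% = enzyme with DMSO and 100% = no enzyme wells; some results filed as inactive read as strong as hits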
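material = recombinant human SENP1 catalytic domain, His6-tagged | quantity = 20 pM enzyme | reagent = 25 nM SUMO1 FRET substrate | compound dosing = 10 µM single point, 0.5% DMSO | timing = 50 min enzyme reaction, room temperature, light-protected | detection = FRET, CFP and YFP emission | control set = no-enzyme low, enzyme-DMSO high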
PfGluPho inh – PfG6PD (Plasmodium falciparum) enzyme inhibition. 0.78% of 350,000 active. inhibition, % at 20 µM. PfGluPho enzyme, NADPH resazurin-diaphorase fluorescence;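 active means inhibition reaching at least a set limit at 20 µM in the primary screen, cut at about 59% in these data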;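 further: 0% = DMSO wells with substrate and 100% = DMSO wells lacking glucose-6-phosphate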
ATG4B inhibitor – blocks human ATG4B protease cleavage of LC3 substrate | Q9Y4P1 | ATG4B cleavage of LC3-PLA2, NBD-HPC fluorescence, 1 h | inhibition, % at 8.33 µM | 0.51% of 340,000 active; in the data active means inhibition above about 40%
Target sequence (Q9Y4P1 whole entry, looked up): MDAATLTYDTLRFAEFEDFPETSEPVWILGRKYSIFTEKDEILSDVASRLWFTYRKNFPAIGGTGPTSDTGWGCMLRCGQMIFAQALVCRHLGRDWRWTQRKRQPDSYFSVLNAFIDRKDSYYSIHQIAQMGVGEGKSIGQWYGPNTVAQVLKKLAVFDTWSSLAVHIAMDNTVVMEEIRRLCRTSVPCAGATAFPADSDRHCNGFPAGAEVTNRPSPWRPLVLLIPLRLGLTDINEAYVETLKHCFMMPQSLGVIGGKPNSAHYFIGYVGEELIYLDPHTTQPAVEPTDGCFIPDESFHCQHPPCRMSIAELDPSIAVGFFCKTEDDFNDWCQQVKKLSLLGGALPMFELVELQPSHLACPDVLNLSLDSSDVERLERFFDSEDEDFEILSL
GRIN3A LBD mod – modulates the human NR3A ligand-binding domain; NR3A LBD differential scanning fluorimetry, Tm shift; 0% = protein alone, 100% = glycine-bound protein; Tm shift relative to glycine control, % at 25 µM; 2.5% of 340,000 active;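 active means melting temperature shift of at least 10% of the positive control shift, at one fixed dose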
* hit, by the source's call; x = not tested or not shown.

SMILES | SENP6 inh | hIAP activ | MPTP block | SENP8 block | SENP1 inh | PfGluPho inh | ATG4B inhibitor | GRIN3A LBD mod
Nc1nc2ccc(C(=O)NC3CCCCC3)cc2s1 | -8 | 1.1 | -4.1 | 20 | 1 | -1 | 0 | 0
C[C@H](CO)N1C[C@H](C)[C@@H](CN(C)C)Oc2c(NC(=O)Cc3ccccc3)cccc2C1=O | -19 | 1.1 | -0.7 | 2 | 1 | -1 | x | 0
Cc1nc(SCC(=O)NCc2ccco2)c2c3c(sc2n1)CCCC3 | -1 | 1 | -8.1 | 14 | 4 | -11 | 24 | -1
O=C1CC(SCc2nc3ccccc3[nH]2)C(=O)N1c1ccc(Cl)cc1 (stereo not given) | -4 | 0.85 | -4.2 | -112 | 13 | -11 | 8 | -3
Cc1nc2ccccc2nc1OCC(=O)NCC(F)(F)F | 1 | 1.3 | -1.3 | -145 | 3 | 10 | -3 | -3
CC(=O)N1CCc2cc(S(=O)(=O)NCCC(=O)N3CCN(c4ccccn4)CC3)ccc21 | -4 | 1 | 1.8 | 32 | 2 | -17 | 2 | -1
c1ccc2c(NC3=NCCCCS3)cccc2c1 | 0 | 0.84 | -0.7 | 19 | 1 | 2 | -4 | -2
Cc1ccnc(NC(=O)c2cc(-c3ccc(Cl)s3)nc3ccccc23)c1 | -10 | 1 | 0.4 | -428 | -62 | 1 | 6 | -5
CCSc1nc2c(c(=O)[nH]1)C(c1cccs1)C(C(=O)OC)=C(C)N2 (stereo not given) | -9 | 0.96 | -2.7 | -20 | 2 | -3 | 5 | -1
CCC/C(=N/NC(=O)c1csc(C)c1C)c1ccc(Cl)s1 | -3 | 0.84 | 1.1 | 17 | -3 | 9 | 0 | 0
COc1cccc(OC)c1OCCOCCN1CCN(C)CC1 | 3 | 0.94 | -0.1 | 30 | 3 | -19 | 4 | 0
CCNC(=O)N(CC)C[C@H]1N[C@@](CC)(C(=O)OC)[C@H]2C(=O)N(Cc3ccccc3)C(=O)[C@@H]12 | -42 | 1 | 0.8 | -3 | 1 | -2 | -5 | 1
COc1c2c(nc3ccccc13)OC(C(C)(O)CO)C2 (stereo not given) | -13 | 0.86 | -0.7 | -14 | 0 | 1 | -10 | 2
CCOC(=O)COc1ccc2c(C)cc(=O)oc2c1C(=O)c1ccccc1 | -10 | 0.92 | -2.1 | -53 | -23 | -18 | 7 | -1
Cc1ccc2c(c1)N(Cc1cccc(Cl)c1)C(=O)c1cccnc1O2 | -24 | 1 | 1.7 | 4 | 0 | -27 | 19 | -1
CC(=O)c1cccc(NC(=O)/C(=C/c2ccncc2)NC(=O)c2ccccc2)c1 | -21 | 1 | -1.3 | 12 | -2 | -6 | -3 | -2
COc1ccccc1NC(=O)C1CCCN(S(=O)(=O)c2ccccc2)C1 (stereo not given) | -2 | 1.2 | -0.1 | 10 | 1 | 3 | 3 | 2
COc1ccc([C@H](OC)[C@@]2(Cc3ccc(O)cc3)N=C(N)N(C)C2=O)cc1 | 0 | 1.1 | -0.2 | 17 | 0 | 8 | 2 | 1
CC(C)Cn1c([N+](=O)[O-])nc2c1c(=O)[nH]c(=O)n2C | 5 | 0.89 | 1.0 | 20 | -1 | 71* | -11 | 4
O=C(CCN1CCOCC1)Nc1ccc(Cl)cc1 | 10 | 1.1 | 0.4 | 7 | -1 | 2 | -1 | -1
O=C(C1CCCO1)N1CCN(c2ccc(F)cc2)CC1 (stereo not given) | 10 | 0.95 | 1.1 | -7 | -2 | 10 | -9 | 1
O=C1/C(=C/c2ccccc2)SC(=S)N1N1C(=O)C2CC2C1=O (stereo not given) | 7 | 1 | -0.4 | 12 | 3 | -4 | -1 | -1
O=[N+]([O-])c1c(Nc2ccccc2O)ccc2nonc12 | -7 | 0.91 | 0.3 | 19 | -2 | 49 | 2 | -3
CN(C)CCN(Cc1ccco1)C(=O)c1cc2c(Cl)nc3ccccc3c2s1 | 1 | 1.2 | 0.7 | 7 | 0 | 3 | -14 | -1
CCSc1ccc(-c2nn(-c3ccccc3)cc2/C=C(/C#N)C(=O)NC)cc1 | x | x | 2.8 | -277 | -33 | 16 | 2 | 0
Next part:
SMILES | SENP6 inh | hIAP activ | MPTP block | SENP8 block | SENP1 inh | PfGluPho inh | ATG4B inhibitor | GRIN3A LBD mod
COc1ccc(Nc2cc(C)nc3ccccc23)cc1 | -20 | 0.98 | 0.3 | 18 | 2 | -11 | 15 | 6
Cc1c(Cl)cccc1NC(=O)c1ccc(OCC(=O)NCc2ccccc2)cc1 | -20 | 1.1 | 1.1 | 1 | -1 | -10 | 2 | -20
Cc1cccc2nc(-c3ccco3)c(Nc3ccccc3)n12 | -6 | 1 | 2.2 | -424 | -10 | -3 | 6 | -1
CCOC(=O)N1CCN(c2cc(=O)n(-c3ccc(Br)cc3)c(=O)[nH]2)CC1 | -15 | 0.96 | 1.0 | -9 | 1 | 3 | -8 | -5
O=C(O)/C(=C\c1ccc(Br)cc1)NC(=O)c1cccs1 | -18 | 0.87 | 1.4 | 11 | -1 | -8 | -6 | -3
Cc1noc(C)c1CSc1nc2sc(C)c(C)c2c(=O)n1C1CCCC1 | 0 | 0.86 | 1.6 | 19 | 4 | 2 | 14 | 1
C=CCOc1c(CNc2ccc(C(=O)O)cc2)cccc1OC | 2 | 1.1 | 0.2 | -8 | -1 | -33 | 0 | -2
Cn1c(CCn2ccccc2=O)nc2cc(NC(=O)COc3ccccc3)ccc21 | 2 | 0.82 | -2.2 | 22 | 3 | -1 | -5 | 6
COCCNC(=O)c1ccc(NS(=O)(=O)c2cc(C)ccc2C)cc1 | -9 | 0.88 | -2.2 | 15 | 3 | -3 | -1 | 1
C=CCOc1ccc(Cl)cc1CNC1CCCC1 | 18 | 0.94 | 0.4 | 7 | 1 | -4 | -10 | -1
CC(C)(C#CC(O)(c1ccccc1)c1ccccc1)N1CCCCC1 | 9 | 1 | 1.4 | 14 | 0 | -9 | -5 | 0
COc1cccc(NC(=O)CSC2=C(C#N)C(c3ccco3)C3=C(CCCC3=O)N2)c1 (stereo not given) | -3 | 0.92 | -0.5 | -107 | -30 | -1 | -12 | -5
Cc1cc2oc(=O)cc(CN3CCOCC3)c2cc1O | 7 | 1 | -0.4 | -33 | 3 | -7 | 6 | -4
CC(C)OC(=O)CSc1nc2ccccc2s1 | -3 | 1.1 | 1.6 | 20 | -12 | 15 | -11 | 2
Cc1cnc(NC(=O)c2cc3c(C)nn(Cc4ccccc4Cl)c3s2)s1 | -8 | 0.93 | -0.9 | -312 | 0 | 0 | 7 | -4
CCOc1cc(C(=O)OCC(=O)Nc2c(C)cccc2C)ccc1OCC(=O)N1CCOCC1 | 1 | 1.1 | -1.0 | 12 | 1 | -32 | 1 | 1
O=C(OCc1ccc(Br)cc1)c1cccnc1 | -10 | 1.2 | 0.4 | 16 | -1 | -15 | -7 | 2
C/C(=N/NC(=O)C(O)(c1ccccc1)c1ccccc1)c1ccc([N+](=O)[O-])o1 | 3 | 0.91 | 3.4 | 36 | -1 | 15 | -3 | 1
COCCNC(=O)C1Cc2cc(S(=O)(=O)N3CCCC3)ccc2N1C(C)=O (stereo not given) | -2 | 0.89 | -2.2 | 8 | 1 | -14 | 8 | -1
COc1ccc(CN=C2NC(=O)CC(C(=O)Nc3ccc([N+](=O)[O-])cc3C)S2)cc1 (stereo not given) | x | x | 0.7 | 6 | 2 | 10 | -18 | -2
N#CCCn1c(C(C#N)(CCC#N)CCC#N)nc2ccccc21 | -5 | 1 | 0.4 | 8 | 2 | 1 | -3 | -1
COc1cc(C(C[N+](=O)[O-])c2c(-c3ccccc3)cc3ccccn23)cc(OC)c1OC (stereo not given) | -25 | 0.85 | -0.2 | -79 | -2 | 7 | -13 | 3
O=C(CN1C(=O)NC2(CCCCC2)C1=O)NCCCSc1ccccc1 | 0 | 0.9 | 0.3 | 3 | 2 | 1 | 7 | 1
O=C(/C=C/c1ccc(Cl)cc1Cl)N1CCc2ccccc21 | 70* | 0.97 | 0.9 | 11 | -1 | -14 | -1 | -9
O=C(O)CSCC(=O)N1CCN(S(=O)(=O)c2cc(Cl)cc(Cl)c2)CC1 | -10 | 0.92 | -0.1 | 13 | 1 | -7 | -2 | -1

Copied from the list:
CC(C)OC(=O)CSc1nc2ccccc2s1 in SENP8 block = 20
COCCNC(=O)c1ccc(NS(=O)(=O)c2cc(C)ccc2C)cc1 in hIAP activ = 0.88
C/C(=N/NC(=O)C(O)(c1ccccc1)c1ccccc1)c1ccc([N+](=O)[O-])o1 in SENP8 block = 36

Ordered by the number under hIAP activ (rising): 3 of the compounds above
SMILES	hIAP activ
COc1cc(C(C[N+](=O)[O-])c2c(-c3ccccc3)cc3ccccn23)cc(OC)c1OC (stereo not given)	0.85
Cc1noc(C)c1CSc1nc2sc(C)c(C)c2c(=O)n1C1CCCC1	0.86
C=CCOc1ccc(Cl)cc1CNC1CCCC1	0.94

Next section:
SMILES | SENP6 inh | hIAP activ | MPTP block | SENP8 block | SENP1 inh | PfGluPho inh | ATG4B inhibitor | GRIN3A LBD mod
CCc1ccc(NC(=S)N2CCC(NC(=O)c3ccccc3)CC2)cc1 | -5 | 1.1 | -0.4 | 7 | 1 | 11 | -4 | 1
COc1ccc(S(=O)(=O)N2CCOCC2)cc1C(=O)NC1CCCCC1 | -9 | 1.1 | 0.0 | 2 | 2 | 3 | -3 | 2
Cc1cc(OCC(=O)Nc2c(C(C)C)cccc2C(C)C)no1 | x | x | 0.0 | 4 | -23 | 20 | x | x
CC(C)=CC(=O)Nc1ccc(OCc2ccccc2)cc1 | 73* | 1.2 | 2.3 | 1 | -2 | 15 | -2 | 28*
O=C(COc1ccc(Cl)cc1)Nc1ccc2c(c1)C(=O)NC2=O | 0 | 1.2 | 1.5 | -216 | 3 | -8 | -8 | 0
CCC(=O)c1ccc(OCC(O)CN2CCN(S(=O)(=O)c3ccc(NC(C)=O)cc3)CC2)cc1 (stereo not given) | -23 | 1 | -0.2 | 12 | -1 | -6 | -4 | 1
COc1ccccc1CNC(=O)CC1C(=O)NCCN1C1Cc2ccccc2C1 (stereo not given) | -4 | 1.2 | -1.0 | -10 | 1 | 9 | -3 | 0
COC(=O)c1ccc(NC(=S)NC2CCc3ccccc32)cc1 (stereo not given) | -3 | 1 | 80* | 11 | 2 | 11 | 48* | 8
O=C(Cn1c2c(c(-c3ccccc3Cl)cc1=O)CCC2)NCC1CCCO1 (stereo not given) | 1 | 1.1 | 2.6 | -354 | 1 | 20 | -3 | 0
O=[N+]([O-])c1cccc(/C=C2\CCC(/C=N/Nc3ccc4ccccc4n3)=C2N2CCOCC2)c1 | 15 | 0.77 | 0.8 | 11 | 3 | 2 | -1 | -2
COc1ccccc1N1CCN(c2ccc([N+](=O)[O-])cn2)CC1 | 10 | 0.91 | 1.3 | 29 | -2 | -4 | 1 | 3
Cc1[nH]c(=O)[nH]c(=O)c1NC(=O)c1ccc(OC(C)C)cc1 | 12 | 1.1 | 0.2 | 16 | 0 | 0 | -11 | 0
CCOc1ccc(CCNC(=O)COC(=O)c2nn(C)c(=O)c3ccccc23)cc1OCC | 3 | 0.93 | 0.1 | 7 | 0 | 4 | 6 | -2
CCNC(=O)C1(c2ccccc2)CCCC1 | 0 | 0.93 | -1.0 | 25 | 1 | -10 | -4 | -1
c1ccc(-c2cn3cccnc3n2)cc1 | -6 | 1.1 | -0.5 | -299 | 0 | 7 | -3 | 1
COc1ccccc1NC(=S)N(Cc1ccco1)Cc1cc2cccc(C)c2[nH]c1=O | 3 | 0.79 | 0.2 | 0 | 2 | -2 | -5 | -5
Nc1ccc(C(=O)OCc2nc3ccccc3s2)cc1 | -25 | 1.1 | -0.2 | 10 | 0 | -6 | 3 | -3

Complete entries from above:
COc1ccccc1N1CCN(c2ccc([N+](=O)[O-])cn2)CC1 is listed as SENP6 inh: 10; hIAP activ: 0.91; MPTP block: 1.3; SENP8 block: 29; SENP1 inh: -2; PfGluPho inh: -4; ATG4B inhibitor: 1; GRIN3A LBD mod: 3
Nc1ccc(C(=O)OCc2nc3ccccc3s2)cc1 is listed as SENP6 inh: -25; hIAP activ: 1.1; MPTP block: -0.2; SENP8 block: 10; SENP1 inh: 0; PfGluPho inh: -6; ATG4B inhibitor: 3; GRIN3A LBD mod: -3
